# Screening results from PubChem.
# IDH1 R132H inh: IDH1 R132H (human) inhibition | O75874 | IDH1 R132H reductase, diaphorase/resazurin fluorescence, 60 min | inhibition, % at 10 µM | actives 0.18% (n = 70,000); in the data active = inhibition above about 34%;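 note: 0% = DMSO and 100% = no enzyme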
# Target sequence (O75874 whole entry R132H): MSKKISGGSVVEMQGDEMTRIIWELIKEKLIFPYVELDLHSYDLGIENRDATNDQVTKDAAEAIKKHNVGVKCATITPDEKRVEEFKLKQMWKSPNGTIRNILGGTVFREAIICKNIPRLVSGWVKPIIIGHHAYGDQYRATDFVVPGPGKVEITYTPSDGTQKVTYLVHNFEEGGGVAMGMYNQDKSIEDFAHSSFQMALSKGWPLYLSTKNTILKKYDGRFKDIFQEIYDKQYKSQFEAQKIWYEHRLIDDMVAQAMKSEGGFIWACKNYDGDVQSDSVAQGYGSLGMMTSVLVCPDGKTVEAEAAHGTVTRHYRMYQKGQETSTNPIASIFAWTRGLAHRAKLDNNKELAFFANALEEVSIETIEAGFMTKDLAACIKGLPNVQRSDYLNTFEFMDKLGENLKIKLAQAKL
# PRC2 inh: EZH2 (human) methyltransferase inhibition | Q15910 | PRC2 H3K27 methylation, DELFIA TRF, 1 h | inhibition, % at 12.5 µM | actives 0.35% (n = 57,000) | AID 651548;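 active = mean inhibition of replicates at least 50% and every single replicate also reaching 50%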;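 note: dimethyl H3K27 on biotinylated H3 21-44 peptide detected by antibody; plate controls were median neutral control wells for no effect and median positive control wells for full effect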
# * marks the source's active call; other numbers are inactive results; . = no result given. Only part of the results is shown, so the mix of outcomes need not match the whole.
SMILES | IDH1 R132H inh | PRC2 inh
CCOC(=O)c1c(NC(=O)CSc2ncccn2)sc2c1CCCC2 | 0.8 | 42
COCC#Cc1cnc2c(c1)C(=O)N([C@@H](C)CO)C[C@@H](C)[C@H](CN(C)C(=O)C1CCC1)O2 | . | -5
CCCC(=O)Nc1ccc2c(c1)C(=O)N(C)C[C@H](OC)[C@H](C)CN[C@@H](C)CO2 | 0.4 | -9
COc1ccc(NC(=O)Nc2ccc3c(c2)C(=O)N([C@@H](C)CO)C[C@H](C)[C@@H](CN(C)C(=O)c2ccccc2)OCCCC[C@H](C)O3)cc1 | -0.1 | .
C[C@H]1CN([C@@H](C)CO)S(=O)(=O)c2ccc(C#Cc3ccccn3)cc2O[C@H]1CN(C)C(=O)C1CC1 | -12 | -16
COc1ccc(S(=O)(=O)Nc2ccc3c(c2)[C@@H]2C[C@H](CC(=O)N(C)C)O[C@@H](CO)[C@@H]2O3)cc1 | -0.4 | -2
CN(CC(=O)Nc1cccc2c1CCCC2)S(=O)(=O)c1ccc(Cl)cc1 | 0.3 | 8
COc1ccc(OC)c(C(=O)CSc2nnc(-c3ccco3)n2C)c1 | -1.0 | 18
C[C@H](CO)N1C[C@H](C)[C@@H](CN(C)C)Oc2ccc(NC(=O)CCN3CCOCC3)cc2CC1=O | 1.9 | .
Cc1ccc(C2=CC(c3ccccc3)SC(N)=N2)cc1 (stereo not drawn) | 0.5 | 1
C[C@@H]1CN([C@H](C)CO)C(=O)c2cc(NS(C)(=O)=O)ccc2O[C@@H]1CN(C)C(=O)Nc1cccc2ccccc12 | -0.1 | 1
C[C@@H]1CCCCO[C@H](CN(C)C(=O)Nc2ccc(C(F)(F)F)cc2)[C@@H](C)CN([C@@H](C)CO)C(=O)c2cc(NC(=O)Nc3ccc(C(F)(F)F)cc3)ccc2O1 | -2.0 | .
Cn1c(SCCSc2nnc(-c3ccccc3)n2C)nnc1-c1ccccc1 | 0.2 | 1
C[C@@H]1CN([C@@H](C)CO)C(=O)c2cc(/C=C/c3ccccc3)cnc2O[C@H]1CN(C)C(=O)Cc1ccccn1 | -0.3 | .
C[C@H]1CN([C@@H](C)CO)S(=O)(=O)c2ccc(-c3cccc(F)c3)cc2O[C@H]1CN(C)S(=O)(=O)c1ccccc1 | -0.4 | 10
C[C@H](CO)N1C[C@H](C)[C@@H](CN(C)Cc2ccc(Cl)c(Cl)c2)Oc2c(cccc2N(C)C)C1=O | -1.7 | -9
CCOC(=O)c1c(NC(=O)CN2C(=O)c3ccccc3C2=O)sc(C)c1C | 0.5 | -11
C[C@H]1CN([C@@H](C)CO)C(=O)c2cc(C3=CCCCC3)cnc2O[C@H]1CN(C)Cc1ccccn1 | -3.1 | 6
Cc1ccc(S(=O)(=O)N(C)C[C@H]2OCCCC[C@H](C)Oc3ccc(NC(=O)NC(C)C)cc3C(=O)N([C@H](C)CO)C[C@H]2C)cc1 | -0.7 | .
COc1ccc(-c2nnc(SCC(N)=O)n2-c2cccc(C(F)(F)F)c2)cc1OC | 0.4 | 15
CO[C@@H]1CC[C@@H]2CCN(C)C(=O)[C@H](C)[C@H](OC)CN(C)C(=O)c3cccc(C#N)c3OC[C@@H]1O2 | 0.4 | -8
Nc1nc(SCC(=O)NC2CCCCC2)n[nH]1 | 0.0 | 1
COc1ccccc1-c1cn(CC[C@@H]2CC[C@@H](NC(=O)Cc3ccccn3)[C@H](CO)O2)nn1 | 0.1 | 2
CO[C@@H]1CN(C)C(=O)c2cc(NC(=O)C3CC3)ccc2OC[C@@H](C)N(Cc2cncnc2)C[C@H]1C | 0.4 | 3
O=S(=O)(N[C@H]1CC[C@@H](CCn2cc(-c3cccnc3)nn2)O[C@@H]1CO)c1ccccc1 | -0.2 | 0

# The closing four records of the section before are carried over, then new ones follow:
SMILES | IDH1 R132H inh | PRC2 inh
Nc1nc(SCC(=O)NC2CCCCC2)n[nH]1 | 0.0 | 1
COc1ccccc1-c1cn(CC[C@@H]2CC[C@@H](NC(=O)Cc3ccccn3)[C@H](CO)O2)nn1 | 0.1 | 2
CO[C@@H]1CN(C)C(=O)c2cc(NC(=O)C3CC3)ccc2OC[C@@H](C)N(Cc2cncnc2)C[C@H]1C | 0.4 | 3
O=S(=O)(N[C@H]1CC[C@@H](CCn2cc(-c3cccnc3)nn2)O[C@@H]1CO)c1ccccc1 | -0.2 | 0
COc1cccc(C(=O)Nc2ccc3c(c2)OC[C@@H](C)N(C(C)=O)C[C@H](C)[C@H](OC)CN(C)C3=O)c1 | -0.7 | 5
OCc1ccc(-c2nn(Cc3ccccc3)c3ccccc23)o1 | 0.7 | 12
Cc1ccc(S(=O)(=O)N[C@@H]2C=C[C@H](CC(=O)NCc3ccncn3)O[C@@H]2CO)cc1 | 0.1 | 5
Cc1ccc(S(=O)(=O)N(C)C[C@@H]2OCCCC[C@@H](C)Oc3ccc(NC(=O)Nc4c(C)noc4C)cc3C(=O)N([C@@H](C)CO)C[C@@H]2C)cc1 | 1.6 | .
C[C@@H]1CCCCO[C@@H](CN(C)C(=O)c2ccccc2)[C@H](C)CN([C@H](C)CO)C(=O)c2cc(NC(=O)Nc3ccc4c(c3)OCO4)ccc2O1 | -4.8 | .
CCn1c(NCc2cccc(OC)c2OC)nc2ccccc21 | 0.0 | -8
Cc1ccc(-c2nnn(CC(=O)Nc3ccc4c(c3)OCCO4)n2)cc1 | 0.0 | 13
COc1cc(C)c(Cl)cc1S(=O)(=O)NCc1ccco1 | -0.2 | -1
O=C(C[C@@H]1C[C@@H]2c3cc(NC(=O)Nc4ccccc4F)ccc3O[C@@H]2[C@@H](CO)O1)NC1CCCC1 | -0.1 | 10
C[C@@H](NC(=O)C[C@H]1CC[C@H](NC(=O)C2CC2)[C@H](CO)O1)c1ccccc1 | -0.8 | -1
Cc1cc2ccccc2n2c(SCC(=O)Nc3cccc(C(F)(F)F)c3)nnc12 | -0.5 | 3
COCC#Cc1ccc2c(c1)O[C@@H](CN(C)S(=O)(=O)c1ccc(OC)cc1)[C@@H](C)CN([C@@H](C)CO)S2(=O)=O | 0.1 | -1
C[C@@H]1CCCCO[C@@H](CN(C)Cc2ccc3c(c2)OCO3)[C@@H](C)CN([C@H](C)CO)C(=O)c2cc(NS(=O)(=O)c3ccc(F)cc3)ccc2O1 | 0.5 | .
Cc1cc(Br)c2c(c1)C(O)(CC(=O)c1ccco1)C(=O)N2C (stereo not drawn) | 0.4 | -2
C[C@H](CO)N1C[C@H](C)[C@H](CN(C)C(=O)c2cccnc2)Oc2cc(/C=C/c3ccccc3)ccc2S1(=O)=O | -0.4 | -29
O=C1C(=O)N(Cc2ccco2)C(c2ccc(Cl)cc2)C1C(=O)c1cc2ccccc2o1 (stereo not drawn) | -0.2 | -34
COc1cccc(C(=O)Nc2ccc3c(c2)OC[C@H](C)N(C(C)=O)C[C@H](C)[C@H](OC)CN(C)C3=O)c1 | 0.0 | -4
O=C(NCc1ccco1)c1cnn2cccnc12 | 0.1 | -16
O=C(N[C@@H]1CC[C@@H](CCNC(=O)C2CCCCC2)O[C@H]1CO)c1ccccn1 | -0.1 | 5
C[C@H]1CN([C@@H](C)CO)C(=O)c2cc(-c3ccc(C#N)cc3)cnc2O[C@@H]1CN(C)C(=O)CN(C)C | 2.0 | -3
Cc1ccc(S(=O)(=O)N[C@H]2C=C[C@@H](CC(=O)NCc3ccc(Cl)c(Cl)c3)O[C@@H]2CO)cc1 | 0.3 | 8
C[C@@H]1CN([C@@H](C)CO)C(=O)c2cc(NC(=O)Nc3ccc(F)cc3)ccc2O[C@@H]1CN(C)C(=O)Nc1ccc(F)cc1 | 1.9 | .
COc1ccccc1C(=O)Nc1ccc2c(c1)OC[C@@H](C)N(CC1CC1)C[C@@H](C)[C@H](OC)CN(C)C2=O | -0.1 | 7
C[C@@H]1CN([C@@H](C)CO)C(=O)Cc2cc(NS(=O)(=O)c3ccc(F)cc3)ccc2O[C@H]1CN(C)Cc1ccc(-c2ccccc2)cc1 | -0.1 | .
Cc1noc(C)c1NC(=O)N(C)C[C@@H]1Oc2ccc(NC(=O)Nc3ccc(C(F)(F)F)cc3)cc2C(=O)N([C@@H](C)CO)C[C@H]1C | 1.2 | .

# Next entries follow.
# Every second line gives: IDH1 R132H inh	PRC2 inh
- CCS(=O)(=O)Nc1ccc2c(c1)C(=O)N(C)C[C@@H](OC)[C@@H](C)CN(C(=O)NC(C)C)[C@H](C)CO2
    0.3	6
- COCC(=O)Nc1ccc2c(c1)C(=O)N(C)C[C@H](OC)[C@H](C)CN(CC1CC1)[C@H](C)CO2
    -0.2	-4
- Oc1cc2c(cc1O)CN(C(=S)NCCc1ccc(Cl)cc1)CCC2
    -0.5	-1
- CO[C@@H](CN(C)S(=O)(=O)c1ccc(C)cc1)[C@@H](C)CN([C@@H](C)CO)S(=O)(=O)c1cccc(Cl)c1
    -1.0	10
- COC(=O)CNC(=O)c1cc(-c2ccccn2)nc2ccc(Cl)cc12
    0.3	-7
- CCO[C@H]1OC(C(N)=O)=C[C@@H](C2CCCCC2)[C@@H]1CCCO
    -0.1	3
- COc1ccc(CN(C)C[C@@H]2OCCCC[C@@H](C)Oc3ccc(NS(=O)(=O)c4ccc(C)cc4)cc3C(=O)N([C@H](C)CO)C[C@H]2C)cc1
    -0.1	.
- COc1ccccc1-c1ccc2c(c1)O[C@@H](CN(C)CC1CCCC1)[C@H](C)CN([C@@H](C)CO)S2(=O)=O
    -0.6	.
- O=C(Nc1ccc2c(c1)[C@@H]1C[C@H](CC(=O)N3CCOCC3)O[C@@H](CO)[C@@H]1O2)C1CCC1
    0.0	-14
- O=C(C[C@H]1C=C[C@H](NC(=O)Nc2ccc(C(F)(F)F)cc2)[C@H](CO)O1)NCc1ccccn1
    0.1	2
- COc1ccccc1S(=O)(=O)N(C)C[C@@H]1OCc2ccccc2-c2ccccc2C(=O)N([C@H](C)CO)C[C@@H]1C
    -2.3	-7
- COc1ccc(S(=O)(=O)Nc2ccc3c(c2)C(=O)N([C@H](C)CO)C[C@@H](C)[C@H](CN(C)Cc2ccncc2)O3)cc1
    1.5	.
- CO[C@H]1CN(C)C(=O)c2ccc(NS(=O)(=O)c3ccc(Cl)cc3)cc2OC[C@@H](C)N(C)C[C@H]1C
    0.0	0
- CCCNC(=O)N[C@@H]1CC[C@@H](CC(=O)NC2CCC2)O[C@H]1CO
    0.1	-4
- C[C@H](CO)N1C[C@H](C)[C@@H](CN(C)Cc2ccc(Cl)c(Cl)c2)OCCCC[C@H](C)Oc2ccc(NC(=O)c3ccncc3)cc2C1=O
    0.7	.
- C[C@H](CO)N1C[C@H](C)[C@@H](CN(C)C(=O)NC2CCCCC2)Oc2ccc(NS(=O)(=O)c3cn(C)cn3)cc2C1=O
    0.8	.
- C[C@@H]1CN([C@@H](C)CO)S(=O)(=O)c2ccc(C#Cc3cccnc3)cc2O[C@H]1CN(C)C(=O)C1CC1
    5.6	-2
- Cc1ccc(S(=O)(=O)N(C)C[C@@H]2Oc3ccc(NC(=O)NC4CCCCC4)cc3CC(=O)N([C@@H](C)CO)C[C@H]2C)cc1
    0.3	-22
- C[C@H]1CN([C@@H](C)CO)C(=O)c2cc(NC(=O)Cc3cn(C)c4ccccc34)ccc2O[C@@H]1CN(C)S(=O)(=O)c1ccccc1
    .	-12
- CCC(=O)N(C)C[C@H]1Oc2ncc(C#Cc3ccncc3)cc2C(=O)N([C@H](C)CO)C[C@@H]1C
    6.6	.

# Record cards, from the list above.
# COCC(=O)Nc1ccc2c(c1)C(=O)N(C)C[C@H](OC)[C@H](C)CN(CC1CC1)[C@H](C)CO2 is listed as IDH1 R132H inh: -0.2; PRC2 inh: -4
# COc1ccccc1-c1ccc2c(c1)O[C@@H](CN(C)CC1CCCC1)[C@H](C)CN([C@@H](C)CO)S2(=O)=O is listed as IDH1 R132H inh: -0.6; PRC2 inh: .

# The list goes on.
# Every second line gives: IDH1 R132H inh	PRC2 inh
- C[C@@H](O)C#Cc1ccc2c(c1)O[C@H](CN(C)Cc1ccccn1)[C@@H](C)CN([C@@H](C)CO)S2(=O)=O
    4.1	-1
- CCC(=O)N(C)C[C@H]1Oc2cc(C#CC3(O)CCCC3)ccc2S(=O)(=O)N([C@@H](C)CO)C[C@@H]1C
    -0.1	.
- CC1=CCC2C(C)(CC[C@H](O)C2(C)C)C1COc1ccc2ccc(=O)oc2c1 (stereo partly drawn)
    0.0	16
- O=C(C[C@H]1C=C[C@@H](NC(=O)CCN2CCCCC2)[C@H](CO)O1)Nc1ccc(-c2ccccc2)cc1
    -0.1	-12
- C[C@@H]1CN([C@@H](C)CO)C(=O)Cc2cc(NS(C)(=O)=O)ccc2O[C@H]1CN(C)S(C)(=O)=O
    3.4	.
- CCOc1ccccc1NC(=O)Cn1cnc2ccccc2c1=O
    1.1	-14
- CCCc1cn(CC[C@H]2CC[C@@H](NS(=O)(=O)c3ccccc3Cl)[C@H](CO)O2)nn1
    0.4	-3
- N[C@@H]1CC[C@@H](CCn2cc(C3CCCCC3)nn2)O[C@H]1CO
    -0.1	-18
- C[C@@H]1CN([C@H](C)CO)C(=O)Cc2cc(NC(=O)CCCCCC(=O)Nc3ccccc3N)ccc2O[C@H]1CN(C)C(=O)Nc1ccc(F)cc1
    0.0	-22
- O=C(NO)c1ccc(C(=O)N/N=C/c2ccc(-c3ccccc3)c(F)c2)cc1
    .	2
- O=C(C[C@@H]1C[C@H]2c3cc(NC(=O)c4ccc5c(c4)OCO5)ccc3O[C@H]2[C@H](CO)O1)NC1CCCCC1
    0.2	5
- COc1ccc(CN(C)C[C@H]2Oc3c(NC(=O)Nc4ccc5c(c4)OCO5)cccc3C(=O)N([C@H](C)CO)C[C@H]2C)cc1
    -2.8	-3
- COc1ccc(NC(=O)Nc2ccc3c(c2)CC(=O)N([C@@H](C)CO)C[C@H](C)[C@@H](CN(C)Cc2ccc(C(F)(F)F)cc2)O3)cc1
    -0.4	.
